GCN5L2 inh: GCN5L2 (KAT2A) acetyltransferase inhibition. GCN5L2 HAT assay, ThioGlo1 CoA-SH fluorescence. Potency, µM (highest dose often 58.9 µM), for inactives: at the top dose activity change, negative = inhibition, usual class: inhibitors. AID 504327. Q92830. hit rate 0.21% among 390,000
Target sequence (Q92830 whole entry, looked up): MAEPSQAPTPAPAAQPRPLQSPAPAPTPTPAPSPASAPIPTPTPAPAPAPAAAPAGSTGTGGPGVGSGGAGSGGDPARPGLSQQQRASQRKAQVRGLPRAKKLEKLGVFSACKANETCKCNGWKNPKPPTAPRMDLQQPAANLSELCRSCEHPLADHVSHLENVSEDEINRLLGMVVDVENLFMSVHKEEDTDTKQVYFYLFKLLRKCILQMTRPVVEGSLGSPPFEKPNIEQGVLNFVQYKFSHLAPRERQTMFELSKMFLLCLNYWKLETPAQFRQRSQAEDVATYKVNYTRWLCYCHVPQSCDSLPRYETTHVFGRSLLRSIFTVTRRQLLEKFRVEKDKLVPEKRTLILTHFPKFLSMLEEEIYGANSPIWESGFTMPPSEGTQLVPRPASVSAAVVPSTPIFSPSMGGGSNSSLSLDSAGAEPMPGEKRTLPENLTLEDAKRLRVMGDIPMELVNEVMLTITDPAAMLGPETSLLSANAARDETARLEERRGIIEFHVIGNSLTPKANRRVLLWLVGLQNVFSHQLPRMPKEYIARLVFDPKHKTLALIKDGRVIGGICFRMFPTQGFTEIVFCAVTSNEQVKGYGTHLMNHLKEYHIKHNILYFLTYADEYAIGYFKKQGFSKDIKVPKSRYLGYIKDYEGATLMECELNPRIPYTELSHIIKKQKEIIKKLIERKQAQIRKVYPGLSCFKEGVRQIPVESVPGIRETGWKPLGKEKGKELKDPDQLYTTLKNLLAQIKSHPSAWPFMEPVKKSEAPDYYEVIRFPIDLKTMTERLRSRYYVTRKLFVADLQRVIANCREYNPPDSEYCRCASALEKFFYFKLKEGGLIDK
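GCN5L2 (20nM final) in 50mM HEPES, 0.1mM EDTA pH 7.5, 0.01% Tween-20 was preincubated 15 min at room temperature with compound, then given ThioGlo1 (50uM), H3(1-25) peptide (75uM) and acetyl-CoA (70uM); CoA-thiol fluorescence (Ex340/Em540) was read at 0 and 20 min.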
TDP1 inh: blocks human tyrosyl-DNA phosphodiesterase 1. Q9NUW8. hit rate 0.28% among 350,000. Potency, µM (highest dose often 130 µM), for the others: at the highest dose activity change, negative = inhibition, most hits filed as inhibitors. recombinant TDP1, AlphaScreen DNA substrate cleavage; also: nearly all actives have a fitted effect of over 40% in size
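Enzyme-compound mixtures sat 15 min at room temperature, followed by a 5 min reaction with 15 nM final substrate and 10 min with AlphaScreen beads. Recombinant human Tdp1 was used at 1 nM final.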
TDP1 cell noCPT: qHTS for Inhibitors of human tyrosyl-DNA phosphodiesterase 1 (TDP1): qHTS in cells in absence of CPT | hit rate 15% among 420,000 | DT40 Tdp1-/- hTDP1 cells, no CPT, ATP luminescence, 48 h | Potency, µM (doses to about 46.2 µM), for inactives: at the highest dose activity change, negative = growth inhibition, actives largely listed as inhibitors | AID 686978, 2013; also: nearly all actives have a fitted effect of over 55% in size
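Camptothecin absent (DMSO only). Human TDP1-complemented DT40 knockout cells, 400 cells/well, 37 °C for minimum 48 hr; ATP measured via CellTiter-Glo, 30 min dark incubation, luminescence.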
* hit, by the source's call; ? = inconclusive; . = no result given; & = joins results of further samples; ! = repeats disagree; [ ] = another dose, or the depositor's remark. Calls follow the shape of the dose curve; as a rule, active = well fitted curve in the direction sought with a large enough effect; inconclusive = small, poorly fitted or top-dose-only effect, or another doubt; inactive = no such curve, though single readings can be large; an effect the other way counts as inactive or inconclusive. % is scaled to controls: 0 for no effect and ±100 for the full control effect; potency is read from the fitted curve at half-maximal effect. Some of the compounds tested, so the mix of outcomes need not match the whole.

[1] N#CCCn1cc(C=C(C#N)C#N)c(-c2ccc(Cl)cc2)n1
[2] CCOC(=O)C1C(=O)Nc2nc3ccccc3n2C1C(C)C (stereo unspecified)
[3] Cc1ccc(C=Nc2ccccc2C(=O)Nc2ccccc2)cc1
[4] Cc1nn(C)c2c1c(C(F)(F)F)cc(=O)n2CC(=O)NC(C)(C)C
[5] CCCN(CC(=O)Nc1ccccc1C)C(=O)C1CCN(c2ncnc3sc(C)c(C)c23)CC1
[6] CCCCCCCCCCCCCCCC(=O)OCC(O)C1OC(=O)C(O)=C1O (stereo unspecified)
[7] COc1ccc(CN2CC(=O)N3[C@H]4c5ccccc5OC[C@@H]4[C@H](c4ccccc4)[C@]3(C)C2=O)cc1
[8] CCOC(=O)c1ccc(NC(=O)c2ccc(OC(C)C)c(OC)c2)cc1

assay / entry,1,2,3,4,5,6,7,8
GCN5L2 inh,18%,-8%,0%,-10%,-4%,8.9µM*,-2%,-14%
TDP1 cell noCPT,?,3%,12µM*,-16%,10µM*,.,16µM*,?
TDP1 inh,-10%,2%,2%,3%,1%,?,2%,5%

[9] C=CCC1(C#N)C(=S)NC(C)=C(C(=O)OCC)C1c1ccccc1 (stereo unspecified)
[10] CCOC(=O)C1=C(C)N=c2s/c(=C\c3ccc(C(=O)O)cc3)c(=O)n2C1c1ccc(F)cc1 (stereo unspecified)
[11] COc1ccc(Cn2c(C)c(C)c(C#N)c2NC(=O)Nc2ccc(Cl)cc2)cc1
[12] Cc1ccc(-c2c(C)nn3c(N4CCOCC4)cc(C)nc23)cc1
[13] Cc1cccc(N2CCN(C(=O)c3cn(CC(C)C)c(=O)c4c3c3ccccc3n4C)CC2)c1C
[14] Cc1ccc(C(=O)/C=C/c2ccco2)c(O)c1
[15] Cc1cc(C)n(C(=O)CNC(=O)c2cccc(F)c2)n1
[16] O=C(O)C1CC(=O)N(c2ccc(Br)cc2)C1 (stereo unspecified)

assay / entry,9,10,11,12,13,14,15,16
GCN5L2 inh,-3%,2%,-8%,-1%,3%,-17%,-5%,0%
TDP1 cell noCPT,29µM*,1%,-9%,-6%,5.2µM*,-29%,-10%,-19%
TDP1 inh,4%,.,0%,.,0%,8%,2%,9%

[17] CC1=C(C(=O)OCCNC(=O)c2cccnc2)C(c2cccc([N+](=O)[O-])c2)C(C(=O)OCCN(C)C)=C(C)N1 (stereo unspecified)
[18] COc1cc(OC)cc(OC(=O)c2cccc(S(=O)(=O)N3CCN(C)CC3)c2)c1
[19] O=C(CN1CCN(CC(=O)Nc2cccc(F)c2)CC1)Nc1ccc(-c2ccccc2)cc1
[20] CSc1cccc(CN2CCC(Oc3cccc(C(=O)N4CCCC4)c3)CC2)c1
[21] CC1CC(=O)c2cnc(NCc3ccco3)nc2C1 (stereo unspecified)
[22] CCOC(=O)N1CCN(C(=O)CSc2nc(=O)n3cccc(C)c3n2)CC1
[23] CCOC(=O)Cc1csc(NC(=O)COc2ccc(N(C)S(=O)(=O)c3ccc(C)cc3)cc2)n1
[24] Cc1csc(NC(=O)c2ccc(S(=O)(=O)N3CCN(C)CC3)cc2)n1

assay / entry,17,18,19,20,21,22,23,24
GCN5L2 inh,1%,4%,-7%,-4%,-19%,0%,-11%,-4%
TDP1 cell noCPT,13%,8%,-18%,?,-9%,13%,-26%,-11%
TDP1 inh,0%,-8%,-18%,4%[56.1 µM],2%,.,4%,5%

[25] O=C(COc1ccc(S(=O)(=O)N2CCCCC2)cc1)N1CCCCCC1
[26] CC(=O)N(Cc1ccccc1)Cc1nc2sc(C)c(C)c2c(=O)[nH]1
[27] CCN1CCN(CCCN(Cc2ccco2)C(=S)Nc2cccc(Cl)c2C)CC1
[28] COC(=O)C1=C(C)N(CCc2ccccc2)C(=O)/C1=C\c1ccco1
[29] Cc1ccc(S(=O)(=O)N2CCCC(C(=O)Nc3ccc(C(=O)O)cc3)C2)cc1Cl (stereo unspecified)
[30] O=C(NC(=S)Nc1ccc2[nH]c(=O)[nH]c2c1)c1ccccc1[N+](=O)[O-]
[31] CC1CN(C(=O)COC(=O)COc2ccc(C#N)cc2)CC(C)O1 (stereo unspecified)
[32] CCOC(=O)C1=C(C)NC(SCC(N)=O)=C(C#N)C1c1cccs1 (stereo unspecified)

assay / entry,25,26,27,28,29,30,31,32
GCN5L2 inh,-17%,-2%,-1%,-11%,-5%,-2%,2%,-11%
TDP1 cell noCPT,-23%,13µM*,-15%,?,-7%,-4%,-4%,?
TDP1 inh,0%,5%,2%,-1%,3%,8%,.,9%

[33] C=C(C(=O)O)C1CCC2(C)CCCC(C)(O)C2C1 (stereo unspecified)
[34] CC(=O)/C=C\c1ccccc1OC(=O)c1cc2ccccc2oc1=O
[35] CCc1ccc(-c2nc(SCC(=O)NC3CCS(=O)(=O)C3)n[nH]2)cc1 (stereo unspecified)
[36] Cc1cc(C)c(NC(=O)COC(=O)c2c(C)noc2C)c(Cl)c1
[37] Cc1cc(=O)[nH]c(SCC(=O)Nc2ccccc2C#N)c1C#N
[38] CC1(C)CC[C@]2(C(=O)O)CC[C@]3(CO)C(=CCC4[C@@]5(C)C[C@H](O)[C@H](O)[C@@](C)(C(=O)O)C5CC[C@]43C)[C@@H]2C1 (stereo partly specified)
[39] Cc1cc(C)cc(NC(=O)C2CCCN2/C=C/C(=O)C(F)(F)F)c1 (stereo unspecified)
[40] COc1cccc(NC(=S)NCc2ccncc2)c1

assay / entry,33,34,35,36,37,38,39,40
GCN5L2 inh,-10%,-3%,-2%,-1%,-7%,-1%,-3%,-2%
TDP1 cell noCPT,-3%,-4%,0%,2%,-13%,0%,-5%,-30%
TDP1 inh,.,0%,.,0%,-12%,-1%,0%,4%

[41] NC(=O)CC(NC(=O)c1cccc(Br)c1)c1ccc(NCC2CC2)c([N+](=O)[O-])c1 (stereo unspecified)
[42] CCn1c(C(=O)Nc2cc(C)cc(C)c2)cc2sc(Cl)cc21
[43] Cc1ccc(C)c(NC(=O)c2ccc3nc(CCc4ccccc4)oc3c2)c1
[44] Cc1ccccc1CC(=O)NC1CCN(Cc2ccccc2)CC1
[45] CCCCn1c(-c2cccc(F)c2)nc2c1c(=O)[nH]c(=O)n2CC(C)C
[46] CC[C@](N)(CCC(=O)O)C(=O)O
[47] COc1ccc(NC(=O)CSCc2ccccc2C)cc1
[48] COc1ccccc1C(=O)NCCCn1cc(Br)c(C)n1

assay / entry,41,42,43,44,45,46,47,48
GCN5L2 inh,-8%,-4%,2%,0%,-1%,-3%&-4%,-4%,-12%
TDP1 cell noCPT,?,?,-30%,2%,?,19µM*!,-26%,-10%
TDP1 inh,.,-2%,-3%,.,4%[0.0935 µM],1%&7%,5%,2%

[49] CCc1ccccc1Nc1nn2c(=O)c3ccc(C(=O)NCc4ccccc4OC)cc3nc2s1
[50] CC(C)CNC(=O)c1cccc(NC(=O)CSc2ccccc2)c1
[51] CC1=C(C(=O)Nc2cccnc2)C(c2ccc(F)cc2)n2nc(SCc3ccccc3F)nc2N1 (stereo unspecified)
[52] COc1ccccc1NC(=O)c1ccc(COc2ccccc2OC)o1
[53] O=C(c1cc(COc2ccc(F)c(F)c2)on1)N1CCSCC1
[54] Cc1ccc([N+](=O)[O-])cc1NC(=O)CN(C(=O)c1ccc(Cl)cc1)C1CCCCC1
[55] COc1ccc(CC(=O)Nc2cc(Cl)ccc2O)cc1
[56] C=CCNC(=S)N/N=C(\C)c1cccc(OC)c1

assay / entry,49,50,51,52,53,54,55,56
GCN5L2 inh,-8%,0%,2%,-4%,-30%,99%[activator],-3%,?
TDP1 cell noCPT,?,2%,-6%,-24%,-6%,18µM*,-15%,2.1µM*
TDP1 inh,-14%,2%,6%,5%,0%,2%,3%,0%

[57] COc1ccccc1CNC(=O)CC(NS(=O)(=O)c1ccc(C)cc1)c1ccco1 (stereo unspecified)
[58] O=C(Nc1cccc(C(=O)OCc2cc(=O)n3c4c(sc3n2)CCCC4)c1)c1ccc(Cl)cc1
[59] Cc1ccc(C(=O)c2cc([N+](=O)[O-])ccc2N2CC(C)OC(C)C2)cc1 (stereo unspecified)
[60] CCCN(CC(=O)Nc1ccc(Cl)cc1Cl)C(=O)c1ccc(=O)[nH]c1
[61] CC(C)(C)c1ccc(NC(=O)c2ccccc2)c([N+](=O)[O-])c1
[62] CCOc1ccccc1CN1CCC(n2nccc2NC(=O)CCc2ccccc2)CC1
[63] O=C(NCC12CC3CC(CC(C3)C1)C2)c1cc2n(n1)C(C(F)(F)F)CC(c1ccco1)N2 (stereo unspecified)
[64] Cc1cccc(S(=O)(=O)c2cn(Cc3ccccc3)c3cc(N4CCCCC4C)c(F)cc3c2=O)c1 (stereo unspecified)

assay / entry,57,58,59,60,61,62,63,64
GCN5L2 inh,-27%,5%,3%,-2%,-13%,0%,?,-7%
TDP1 cell noCPT,?,-20%,3.3µM*,18%,?,?,15µM*,?
TDP1 inh,7%,1%,2%,3%,10%,4%,0%,5%

[65] COc1ccc(NC(=O)C(c2ccccc2)c2ccccc2)cn1
[66] CCOc1ccc(NC(=O)CN(C)C(=O)c2ccc(=O)[nH]c2)cc1OCC
[67] CCCCC(c1nnnn1CCOC)N1CCN(C(=O)c2ccco2)CC1 (stereo unspecified)
[68] O=C(c1ccco1)N1CCC2(CC1)CN(c1ccccn1)C2
[69] COc1ccc(C(=O)OCC(=O)c2cc(C)n(CC3CCCO3)c2C)cc1[N+](=O)[O-] (stereo unspecified)
[70] COc1ccc(N2C(=O)c3ccccc3C2O)cc1 (stereo unspecified)
[71] Cc1ccc(CN2CCN(Cc3ccc(O)cc3)CC2CCO)o1 (stereo unspecified)
[72] COc1ccc(N(CC(=O)NCC2CCCO2)S(=O)(=O)c2c(C)noc2C)cc1 (stereo unspecified)

assay / entry,65,66,67,68,69,70,71,72
GCN5L2 inh,9%,-2%,-2%,-7%,1%,-2%,5%,-1%
TDP1 cell noCPT,-27%,0%,-17%,?,?,-18%,-1%,3%
TDP1 inh,-1%,3%,1%,.,8%,.,6%,3%

Reprinted: entries 60 to 69
[60] CCCN(CC(=O)Nc1ccc(Cl)cc1Cl)C(=O)c1ccc(=O)[nH]c1
[61] CC(C)(C)c1ccc(NC(=O)c2ccccc2)c([N+](=O)[O-])c1
[62] CCOc1ccccc1CN1CCC(n2nccc2NC(=O)CCc2ccccc2)CC1
[63] O=C(NCC12CC3CC(CC(C3)C1)C2)c1cc2n(n1)C(C(F)(F)F)CC(c1ccco1)N2 (stereo unspecified)
[64] Cc1cccc(S(=O)(=O)c2cn(Cc3ccccc3)c3cc(N4CCCCC4C)c(F)cc3c2=O)c1 (stereo unspecified)
[65] COc1ccc(NC(=O)C(c2ccccc2)c2ccccc2)cn1
[66] CCOc1ccc(NC(=O)CN(C)C(=O)c2ccc(=O)[nH]c2)cc1OCC
[67] CCCCC(c1nnnn1CCOC)N1CCN(C(=O)c2ccco2)CC1 (stereo unspecified)
[68] O=C(c1ccco1)N1CCC2(CC1)CN(c1ccccn1)C2
[69] COc1ccc(C(=O)OCC(=O)c2cc(C)n(CC3CCCO3)c2C)cc1[N+](=O)[O-] (stereo unspecified)

assay / entry,60,61,62,63,64,65,66,67,68,69
GCN5L2 inh,-2%,-13%,0%,?,-7%,9%,-2%,-2%,-7%,1%
TDP1 cell noCPT,18%,?,?,15µM*,?,-27%,0%,-17%,?,?
TDP1 inh,3%,10%,4%,0%,5%,-1%,3%,1%,.,8%

The results go on.
[73] O=C1C(=O)N(C2CCN(S(=O)(=O)c3ccc(F)cc3)CC2)CCN1Cc1ccccc1
[74] Cc1cc(C)nc(N2CCC(C(=O)NC3CC3)CC2)n1
[75] CCOc1cccc2cc(-c3csc(NC(=O)CCC(=O)NCCN4CCCCC4C)n3)c(=O)oc12 (stereo unspecified)
[76] COc1ccc(CC(=O)NCc2ccccn2)cc1OC

assay / entry,73,74,75,76
GCN5L2 inh,11%,-3%,-13%,-6%
TDP1 cell noCPT,33%[activator],0%,?,-3%
TDP1 inh,0%,4%,-8%,12%
